# Large T inhibition: SV40 large T antigen inhibitors, biochemical (AID 1903). 310,000 compounds, 0.39% hits. SV40 large T antigen ATPase/helicase inhibition assay; higher % means a stronger effect. inhibition, % at 20 µM, or IC50 in µM where a hit was titrated; in the data active = a potency from the dose series; inconclusive = inhibition mostly from about 32% at the one dose, without a potency; inactive = the rest, 99 in 100 with inhibition below about 32%; also: strong numbers were not always called active
# AID2073: inhibitors of Mint1-CaV2.2 protein interaction, biochemical, HTRF (AID 2073). Voltage-dependent N-type calcium channel subunit alpha-1B (Homo sapiens). 290,000 compounds, 0.19% hits. inhibition, % at 20 µM, or IC50 in µM where a hit was titrated. HTRF protein-protein interaction, Mint1-CaV2.2; higher % means a stronger effect; in the data active = inhibition mostly above about 51%, no sharp cut-off; inconclusive = no clear call, values can overlap the other calls; inactive = mostly below about 53%; also: some results filed as inactive read as strong as hits
# MgcRacGAP inhibition: MgcRacGAP GTPase-activating activity inhibitors, confirmation, biochemical, ADP Hunter fluorescence; 340,000 compounds, 0.6% hits; AID 624330, 2012; Rac GTPase-activating protein 1 (Homo sapiens); MgcRacGAP-stimulated Rac1 GTP hydrolysis, ADP Hunter fluorescence; higher % means a stronger effect; GST-tagged Rac1 F28L mutant substrate; inhibition, % at 30 µM; hits with a dose series show IC50 in µM;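 active = first-screen hits whose inhibition reached a set limit at any dose in the follow-up dose series; inconclusive = inhibition above the set first-screen limit but never retested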;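 also: fluorescence reports GDP produced by GAP-driven GTP hydrolysis; strong numbers were not always called active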
# Yfh1-off respiration: enhancers of respiration in Yfh1-depleted yeast, dose response, Friedreich's ataxia, plus single-dose screen (AID 1465). fold induction at 50 µM; hits with a dose series show EC50 in µM. 220,000 compounds, 0.074% hits. S. cerevisiae Yfh1-off respiration, WST-1 reduction, 72 h; higher fold induction means a stronger effect;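 active = fold induction of absorbance versus untreated yeast above a set limit, then at least 30% activation at any dose in follow-up; inconclusive = repeats straddling the limit, or above it without dose testing; inactive = fold induction below the set limit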;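 also: activators that raise dye reduction in frataxin-depleted yeast; strong numbers were not always called active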
# GPR55 beta-arrestin: GPR55 agonists via beta-arrestin recruitment, primary screen, imaging, U2OS cells, beta-arrestin-GFP redistribution (AID 1961). G-protein coupled receptor 55 (Homo sapiens). U2OS GPR55 beta-arrestin-GFP redistribution imaging; higher % means a stronger effect. activation, % at 10 µM, or EC50 in µM where a hit was titrated. 290,000 compounds, 0.048% hits;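 active = activation above 40% with more than 50 cells counted in the well; inconclusive = wells holding fewer than 50 cells, flagged as toxic or sparse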;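 also: U2OS osteosarcoma cells stably expressing GPR55 and beta-arrestin-GFP; plate controls were DMSO negative control for no effect and LPI positive control for full effect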
# Dengue-2 NS5 capping: Dengue-2 NS5 methyltransferase inhibitors, primary screen, biochemical, confirmation dose response (AID 588689). Dengue-2 NS5 methyltransferase capping enzyme assay, biochemical; higher % means a stronger effect. inhibition, % at 25 µM, or IC50 in µM where a hit was titrated. 340,000 compounds, 0.3% hits; in the data active = a potency from the dose series; inconclusive = inhibition above about 29% without an active follow-up result
# GPR55 antagonists: GPR55 antagonists blocking LPI-driven arrestin recruitment, primary screen, imaging, U2OS, beta-arrestin-GFP, LPI agonist (AID 2013). G-protein coupled receptor 55 (Homo sapiens). U2OS GPR55 beta-arrestin-GFP translocation imaging, LPI antagonism; higher % means a stronger effect. inhibition, % at 10 µM; hits with a dose series show IC50 in µM. 290,000 compounds, 0.13% hits;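 active = spots per cell inhibited over 60%, with over 100 cells counted and total cytoplasm intensity under 500,000; inconclusive = wells with under 100 cells, flagged as likely toxic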;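 also: U2OS cells stably carrying GPR55 and arrestin-GFP stimulated by 5 µM LPI near EC80; imaged beta-arrestin-GFP aggregate spots per cell after agonist stimulation; plate controls were LPI-stimulated DMSO wells for no effect and DMSO wells without LPI for full effect; some results filed as inactive read as strong as hits; confirmed hits need IC50 under 10 µM and bright autofluorescent wells are also inconclusive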
# GPR35 antagonists: GPR35 antagonists blocking zaprinast-driven arrestin recruitment, primary screen, imaging, U2OS, beta-arrestin-GFP, zaprinast agonist (AID 2058); U2OS GPR35 beta-arrestin-GFP translocation imaging, zaprinast antagonism; higher % means a stronger effect; inhibition, % at 10 µM; hits with a dose series show IC50 in µM; G-protein coupled receptor 35 (Homo sapiens); 290,000 compounds, 0.052% hits;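 active = inhibition of at least 50% with at least 30 cells and total cytoplasm GFP at most 10,000,000; inconclusive = under 30 cells or total GFP of 10,000,000 plus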
# NTR1 agonist: agonists of NTR1, primary screen, imaging, U2OS cells, beta-arrestin-GFP, high content (AID 493036) | activation, % at 20 µM | Neurotensin receptor type 1 (Homo sapiens), P30989 | NTR1-U2OS beta-arrestin-GFP spot imaging, agonist mode | 330,000 compounds, 0.17% hits;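 active = activation at or above 40% of the spot to cytoplasm intensity ratio, with at least 20 cells analyzed; inconclusive = wells under 20 cells, flagged as cytotoxic or low count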;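 also: 0% = DMSO without peptide and 100% = 100 nM NTR1 peptide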
# Target sequence (P30989 whole entry, looked up): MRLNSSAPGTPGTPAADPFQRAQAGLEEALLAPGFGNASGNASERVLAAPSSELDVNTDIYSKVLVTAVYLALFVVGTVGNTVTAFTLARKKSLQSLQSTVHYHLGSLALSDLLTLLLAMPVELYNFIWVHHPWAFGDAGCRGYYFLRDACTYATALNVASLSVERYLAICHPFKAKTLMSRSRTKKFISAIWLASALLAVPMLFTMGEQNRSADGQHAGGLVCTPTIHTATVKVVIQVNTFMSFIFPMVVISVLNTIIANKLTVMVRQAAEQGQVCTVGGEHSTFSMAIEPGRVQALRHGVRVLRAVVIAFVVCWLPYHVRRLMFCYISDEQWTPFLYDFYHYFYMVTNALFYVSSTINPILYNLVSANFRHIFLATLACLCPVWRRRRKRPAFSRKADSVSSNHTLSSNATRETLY
# NTR1 agonist cell count 20 µM: second read-out of NTR1 agonist, no call of its own (marks repeat the call); cell count; measured here: cell count, cytotoxicity flag
# Dengue-2 NS5 capping pilot replicate: recorded beside Dengue-2 NS5 capping, whose call it bears; inhibition, %; measured here: pilot screen replicate inhibition
# Active calls of the source: *; i = inactive; ? = inconclusive; nt = not tested or not shown.
SMILES,Large T inhibition,AID2073,MgcRacGAP inhibition,Yfh1-off respiration,GPR55 beta-arrestin,Dengue-2 NS5 capping,GPR55 antagonists,GPR35 antagonists,NTR1 agonist,NTR1 agonist cell count 20 µM,others
CN(CC(=O)NCc1cccs1)S(=O)(=O)c1cccc2nsnc12,14%,-2%,7%,i,0.2%,-7%,-8%,33%,2.0,73,
Cc1cccc(NS(=O)(=O)c2ccc3c(c2)Cc2cc(S(=O)(=O)Nc4cccc(C)c4C)ccc2-3)c1C,5%,24%,3%,i,-0.3%,-2%,-9%,2%,nt,nt,
CCCCN1C(=O)/C(=C2/C=CC=CN2C)SC1=S,24%,-19%,17%,i,0.0%,1%,-11%,2%,1.5,62,
O=C(c1cc2nc(-c3ccco3)cc(C(F)(F)F)n2n1)N1CCCCCC1,1%,26%,3%,i,0.9%,1%,-3%,12%,2.2,37,
Cc1nnc(SCCCN2C(=O)c3ccccc3C2=O)o1,6%,-3%,10%,i,0.0%,-4%,19%,4%,-1.2,78,
O=C(CCN1CCN(c2ccccc2)CC1)Nc1cccc(Br)c1,10%,-9%,5%,i,1.3%,-8%,2%,-25%,1.8,88,
Cc1ccc(-n2c(SCc3ccc(C#N)cc3)nnc2-c2ccccn2)cc1,1%,-7%,9%,i,0.2%,-6%,4%,-1%,1.2,99,
COc1ccc(COC(=O)c2cccc(S(=O)(=O)N3CCCC3)c2)cc1F,0%,8%,4%,nt,0.0%,-7%,92%,-1%,0.2,71,
Cc1ccc(/C=C/C(=O)OCc2nc(N)nc(Nc3ccccc3C)n2)o1,13%,0%,10%,i,-0.2%,2%,-2%,-12%,1.5,33,
Cc1cc(-c2nn(-c3ccccc3F)cc2CN2CCN(c3ccncc3)CC2)c(C)s1,13%,13%,-2%,i,0.1%,-5%,1%,21%,12,49,
COc1ccc(NCc2nnc(SCC(=O)Nc3cccc(C)c3)o2)cc1,12%,-2%,16%,i,0.1%,5%,9%,8%,-1.0,79,
O=C(CCn1c(=O)oc2ccc(Cl)cc21)N1CCN(c2ccccc2)CC1,4%,-4%,2%,nt,-0.1%,0%,4%,-5%,0.2,51,
CCOC(=O)c1c(NC(=O)c2c(Br)cnn2CC)sc(C)c1C,26%,-8%,9%,i,-0.1%,-3%,-15%,5%,-0.2,47,
CCCn1nnc(NC(=O)c2ccc3ccccc3c2)n1,-6%,13%,7%,i,-0.3%,-3%,1%,-5%,-1.0,69,
COc1cc(OC)cc(-c2cc3nc(C)c(CCC(=O)O)c(C)n3n2)c1,2%,12%,11%,i,-0.1%,2%,3%,-20%,nt,nt,
Cc1cc(C)n(CCC(=O)Nc2ccc3c(c2)OCCO3)n1,-2%,-10%,8%,nt,-0.1%,-4%,2%,-6%,0.3,81,
CCO[C@@H]1OC(C(=O)O)=C[C@H](c2cn(C(C)=O)c3ccccc23)[C@H]1CCCO,4%,nt,6%,i,nt,-8%,nt,nt,0.0,55,
N#Cc1ccc(-c2ccc(F)cc2)nc1Oc1ccc(Cl)c(Cl)c1,7%,17%,10%,i,0.2%,6%,24%,3%,5.1,73,Dengue-2 NS5 capping pilot replicate=-1.5
NS(=O)(=O)c1ccc(CCN=C(NS(=O)(=O)c2cccs2)c2ccccc2)cc1,9%,-3%,10%,i,-0.4%,-1%,-6%,-6%,1.8,53,
Cc1ccccc1OCCC(=O)OCC(=O)NC1CCCC1,10%,nt,3%,nt,nt,-1%,nt,nt,-0.6,71,
COC(=O)C(=O)C/C(=N/Nc1ncnc2ccccc12)c1ccc(Cl)cc1,6%,13%,6%,nt,-0.2%,-46%,10%,12%,-1.6,29,
CC(C)N1C/C(=C/c2cccnc2)C(=O)/C(=C/c2cccnc2)C1,21%,0%,7%,i,0.4%,1%,56%,-17%,nt,nt,
O=C(CNC1CCCCC1)Nc1cccc([N+](=O)[O-])c1,-8%,nt,4%,nt,nt,12%,nt,nt,-0.4,45,
CC(C)(CO)NS(=O)(=O)c1ccc2c(c1)oc(=O)c1cc(S(=O)(=O)NC(C)(C)CO)ccc12,-2%,14%,-3%,i,-0.2%,-5%,-4%,-5%,0.7,68,
CC(C)Nc1nc(NC(C)(C)C)nc(Oc2ccc(=O)n(C)n2)n1,9%,8%,8%,i,-0.1%,-7%,5%,-6%,2.6,56,
O=C1C=C(c2ccc3[nH]ccc3c2)CCC1,10%,nt,14%,i,nt,2%,nt,nt,-3.8,73,
COc1cccc(Oc2cn[nH]c2-c2ccc(OC)cc2O)c1,2%,6%,1%,nt,0.3%,-1%,-6%,10%,10,88,
O=C(NCCCn1ccnc1)C(=O)NCC1OCCN1S(=O)(=O)c1ccc(Br)cc1 (stereo not drawn),15%,-7%,12%,nt,0.5%,-5%,-2%,10%,-1.8,77,
CC(C)CNC(=O)CSc1nnc(-c2cccc(S(=O)(=O)N3CCCCC3)c2)o1,4%,2%,3%,i,-0.1%,-3%,0%,20%,0.5,73,
N#Cc1nc(COc2ccccc2F)oc1NCc1ccc(F)cc1,0%,-5%,-1%,i,-0.1%,-1%,10%,1%,9.8,69,
Cc1c(-c2nc(-c3cccnc3)no2)cccc1[N+](=O)[O-],12%,-6%,0%,i,-0.1%,-8%,7%,-5%,1.2,55,
CCOC(=O)C(Cc1ccc(O)cc1)NC(=O)CNC(=O)C(CC(C)C)NC(=O)OC(C)(C)C (stereo not drawn),9%,8%,4%,i,-0.1%,1%,18%,12%,2.7,44,
Cc1[nH]c(C)c(S(=O)(=O)NCCc2ccccc2)c1C(=O)N1CCCC1,1%,10%,12%,nt,-0.1%,-13%,-3%,24%,0.8,53,
CCOC(=O)COc1ccccc1/C=C1\NC(=O)NC1=O,-1%,0%,2%,i,0.9%,nt,2%,-1%,0.6,66,
COCc1[nH]nc2c1C(c1sccc1C)C(C#N)=C(N)O2 (stereo not drawn),16%,-14%,24%,nt,0.0%,8%,11%,4%,1.6,91,
CCOC(=O)c1ccccc1NC1c2ccccc2C(=O)N1c1ccc(C)cn1 (stereo not drawn),2%,1%,6%,i,0.7%,3%,13%,-10%,2.4,53,
O=S(=O)(c1ccc(F)cc1)N1CCN=C1SCc1cccc(F)c1,2%,-7%,7%,nt,-0.1%,7%,5%,2%,0.6,61,
O=C1CCCN1CCCNCC(O)c1ccccc1 (stereo not drawn),7%,?,?,nt,-0.1%,-3%,-7%,-5%,-1.2,83,
c1coc(CSc2ncnc3c2oc2ccccc23)c1,16%,22%,10%,i,-0.3%,0%,-8%,-19%,2.8,47,
Cc1ccccc1C(=O)NC1CCN(CC(=O)Nc2nccs2)CC1,12%,3%,6%,i,-0.1%,-1%,-6%,8%,-1.0,73,
Cc1ccc(NC(=O)CC2S/C(=N/N=C3\CCCc4ccccc43)NC2=O)cc1 (stereo not drawn),30%,1%,11%,i,-0.3%,-7%,6%,-5%,7.7,76,
COc1ccc(C)cc1NC(=O)CCNS(=O)(=O)c1cccc2nonc12,-17%,2%,-1%,nt,0.2%,-4%,7%,3%,0.7,57,
CCOC(=O)C1=C(N)OC(CCl)=C(C#N)C1c1ccsc1 (stereo not drawn),3%,0%,-13%,i,0.1%,1%,7%,1%,1.9,74,
COc1ccc(N(C(=O)/C=C/c2ccc(OC)c(OC)c2)C2=CC3CCC(C2)N3C)cc1 (stereo not drawn),0%,-7%,15%,i,-0.8%,-4%,8%,9%,-2.0,98,
O=C(CSc1nnc(-c2ccncc2)n1Cc1ccco1)c1ccc(Cl)cc1,17%,-9%,7%,i,-0.2%,8%,-2%,-2%,-0.6,44,
CCc1ccc(N2C(=O)c3sc4nnc(C)c(=O)n4c3C2=O)cc1,-1%,-4%,8%,i,-0.3%,-1%,16%,-9%,3.0,109,Dengue-2 NS5 capping pilot replicate=5.5
CCOc1ccc(NC(=O)c2ccc(NS(=O)(=O)c3cccs3)cc2)cc1,-3%,13%,9%,nt,-0.1%,-5%,-5%,-4%,1.2,41,
COc1ccc(OC)c(C(C(=O)NCc2ccco2)N(C(=O)Cn2nnc3ccccc32)C(C)C)c1 (stereo not drawn),9%,-12%,2%,i,0.0%,-3%,-22%,18%,2.9,50,
CC(Oc1ccc(Cl)cc1)C(=O)Nc1ccc(S(=O)(=O)N2CCOCC2)cc1 (stereo not drawn),10%,5%,2%,nt,-0.1%,-7%,0%,-7%,9.9,53,
Cc1ccc(Cn2nnc3c(=O)[nH]c(C4CCN(S(=O)(=O)c5ccccc5)CC4)nc32)cc1,20%,7%,11%,i,0.2%,-8%,6%,-7%,4.0,61,
CSc1ccccc1NC(=O)CN(C)CC(=O)Nc1cc(C)ccc1C,-1%,11%,11%,i,-0.3%,-11%,-8%,2%,-0.9,76,
COc1ccc(Cl)cc1NC(=O)CN1CCN(Cc2ccccc2)CC1,13%,14%,9%,nt,-0.3%,-2%,-2%,-15%,1.9,50,Dengue-2 NS5 capping pilot replicate=-6.7
CCCCCCn1c(=O)c(-c2nc3ccccc3c(=O)[nH]2)c(O)c2ccccc21,nt,-1%,nt,nt,0.6%,nt,-5%,3%,nt,nt,
C/C(=N\NC(=O)COc1ccc(C(C)(C)C)cc1)c1ccc(N2CCOCC2)cc1,2%,4%,4%,i,-0.3%,4%,16%,nt,-0.5,78,
CN(C)S(=O)(=O)c1cccc(NC(=O)COC(=O)C2(c3ccccc3F)CCCC2)c1,1%,-5%,8%,i,0.6%,-3%,11%,-8%,4.7,43,
CCOc1ccc(N2C(=O)CC(Sc3nnnn3-c3ccccc3)C2=O)cc1 (stereo not drawn),13%,13µM*,8%,i,-0.2%,-9%,-18%,-1%,nt,nt,
